SRC3 TRFRET art: TR-FRET detection interference compounds, artefact control for PPARgamma SRC-3 recruitment agonists, biochemical, TR-FRET ratio; TR-FRET artefact counter-screen, PPARgamma/SRC-3 format; active compounds read high; TR-FRET ratio at 8 µM; hit rate 0.39% among 99,000; AID 1048, 2008; in the data active = TR-FRET ratio above about 2000; also: inactives centre near 1600
SRC1 TRFRET art: TR-FRET detection interference compounds, primary screen, artefact control for PPARgamma SRC-1 recruitment agonists, biochemical, TR-FRET emission ratio. TR-FRET detection artefact counter-screen; active compounds read high. TR-FRET ratio at 8 µM. hit rate 0.34% among 99,000; in the data active = TR-FRET ratio above about 2300; also: inactives centre near 1800
* = called active by the depositor.

SMILES	SRC3 TRFRET art	SRC1 TRFRET art
Cc1ccc(CSc2nnc3ccc(-c4ccncc4)nn23)cc1	1556	1602
Fc1ccc(C(c2nnnn2C2CCCCC2)N2CCCC2)cc1 (centres undefined)	1419	1639
CSc1ccc(/C=N/n2c(C)nnc2C)cc1	1659	1870
O=C(Nc1ccccc1C(=O)O)c1ccc(Br)c(S(=O)(=O)NCc2ccccc2)c1	1598	1823
O=C(CN1C(=O)CC(c2ccccc2)S(=O)(=O)c2ccccc21)N1CCOCC1 (centres undefined)	1450	1924
Cn1nnnc1SCc1ccc([N+](=O)[O-])cc1	1494	1704
Cc1onc(-c2ccccc2)c1C(=O)NCc1cccnc1	1569	1468
O=C(NCc1ccco1)/C(=C\c1cccs1)NC(=O)c1ccccc1	1742	1945
C=CCn1c(SCc2csc(-c3ccc(C)cc3)n2)nnc1-c1ccccc1OC	1501	1856
COc1ccc(NC(=O)CSc2nnc3c4c(nc(-c5ccccc5)n23)CC(C)(C)OC4)cc1	1308	1778
COc1cc(/C(C)=N/NC(=O)CSc2nncn2C)ccc1OCc1ccccc1Cl	1730	1921
CCC(C)(C)NC(=O)c1sccc1Oc1ccc(F)cc1[N+](=O)[O-]	1654	1502
Cc1c(C(=O)O)oc2c1/C(=N\O)CC(C)(C)C2	1725	1730
CC(=O)c1cccc(NC(=O)[C@@H](NC(N)=O)C(C)C)c1	1482	1850
CCOC(=O)N1CCN(C(c2ccc(F)cc2)c2sc3nc(C)nn3c2O)CC1 (centres undefined)	1691	1998
CCC(C)(C(=O)Nc1ccccc1C)N(C(=O)CNC(C)=O)c1ccc(C)cc1 (centres undefined)	1493	1752
COc1ccccc1C(=O)NCC(=O)OCC(=O)Nc1cccc(S(=O)(=O)N2CCCCCC2)c1	1724	1951
COCCNC(=O)CC(=O)N/N=C/c1ccc(C(=O)OC)cc1	1580	1796
CC1CC(C)CN(CC(=O)NC(c2ccccc2)c2ccccc2)C1 (centres undefined)	1414	1773
CCC(=O)Nc1ccc(C(=O)CN2CCC(C)CC2)cc1	1489	1716

Another view of some results above:
The line under a structure holds: SRC3 TRFRET art | SRC1 TRFRET art
> COc1cc(/C(C)=N/NC(=O)CSc2nncn2C)ccc1OCc1ccccc1Cl
 : 1730 | 1921
> Cc1c(C(=O)O)oc2c1/C(=N\O)CC(C)(C)C2
 : 1725 | 1730
> CCOC(=O)N1CCN(C(c2ccc(F)cc2)c2sc3nc(C)nn3c2O)CC1 (centres undefined)
 : 1691 | 1998
> CCC(C)(C(=O)Nc1ccccc1C)N(C(=O)CNC(C)=O)c1ccc(C)cc1 (centres undefined)
 : 1493 | 1752

Full records as entered above. Screens in order: SRC3 TRFRET art	SRC1 TRFRET art
Cn1nnnc1SCc1ccc([N+](=O)[O-])cc1 in the list: 1494	1704
CCOC(=O)N1CCN(C(c2ccc(F)cc2)c2sc3nc(C)nn3c2O)CC1 (centres undefined) in the list: 1691	1998
CSc1ccc(/C=N/n2c(C)nnc2C)cc1 in the list: 1659	1870

Continued:
SMILES	SRC3 TRFRET art	SRC1 TRFRET art
CCOC(=O)c1sc2ncnc(N3CCN(C)CC3)c2c1C	1716	1892
CCOC(=O)c1sc(Nc2nc(C)cc(OC)n2)nc1C	1735	1832
CCOC(=O)c1c(C=O)c2sc(C)cc2n1C	1565	1798
CNC(=O)c1[nH]cnc1C(=O)N[C@@H](Cc1ccccc1)C(=O)OC(C)(C)C	1481	1794
O=C(Cc1cccc2ccccc12)NCCOc1ccccc1F	1607	1622
COCCn1c(SCC(=O)Nc2ccccc2C)nc2c(oc3ccccc32)c1=O	1461	1657
CCOCCn1c(CC)nc2ccccc21	1662	1750
O=C(CN1CCCN(Cc2ccc(F)cc2Cl)C1=O)NC1CCCC1	1633	1706
OCCCN1CCN(CCOc2ccccc2-c2ccccc2)CC1	1568	1803
Cn1cc(CN2CCC(C(=O)N3CCCC3)CC2)c(-c2ccccc2F)n1	1483	1675
CCn1c2ccccc2c2cc(/C=N/NC(=O)c3ccncc3)ccc21	1694	2081
CN(C)S(=O)(=O)c1ccc(C(=O)Nc2nnc(SCc3cccc(F)c3)s2)cc1	1670	1971
O=C(Nc1ccccc1F)c1ccc(CSc2ncccn2)cc1	1606	1785
Nc1cccc(-c2cc3ccccc3oc2=O)c1	1547	1940
COCCn1c(NCc2ccc(C)cc2)nc2c1c(=O)[nH]c(=O)n2C	1676	1972
O=c1[nH]c(CSc2ncc(C(F)(F)F)cc2Cl)nc2ccccc12	1729	2048
O=C(N/N=C1\CCc2ccccc21)c1ccncc1	1440	1673
Cc1noc(C(=O)NCc2ccco2)c1Cl	1733	1879
CC(C)c1cc(C(=O)NNC(=S)NCc2ccco2)c(O)c(C(C)C)c1	1442	1487
COc1ccc(C2CCCN2C(=S)Nc2ccc(C)c(C)c2)cc1OC (centres undefined)	1548	1760

Reformatted as labelled records: part of the list above
> O=c1[nH]c(CSc2ncc(C(F)(F)F)cc2Cl)nc2ccccc12
  SRC3 TRFRET art = 1729 | SRC1 TRFRET art = 2048
> O=C(N/N=C1\CCc2ccccc21)c1ccncc1
  SRC3 TRFRET art = 1440 | SRC1 TRFRET art = 1673

Continuation.
SMILES	SRC3 TRFRET art	SRC1 TRFRET art
Cc1nc(N2CCOCC2)nc(N2CCCCC2)c1[N+](=O)[O-]	1612	1639
CCOC(=O)Cc1cc(-c2ccc(OC)cc2)nc2ccc3ccccc3c12	1518	1862
O=C(C[n+]1cc(-c2ccccc2)n2c1CCC2)c1cccs1	1790	1665
Cc1cc(C)cc(OCC(=O)NCc2cc(C)nc3ccccc23)c1	1613	2012
CNC(=O)C(=O)NCC1OCCN1S(=O)(=O)c1ccc([N+](=O)[O-])cc1 (centres undefined)	1397	1712
Cc1ccc(-c2n[nH]c(=S)n2C)cc1Cl	1766	2034
CCc1ccccc1NC(=O)CSc1nc2ccccc2n1CC(=O)N(C)C	1464	1728
O=C(O)C1CCC(=O)N1Cc1ccccc1Cl (centres undefined)	1471	1560
O=C(N/C(=C/c1ccc(Br)cc1)C(=O)N1CCOCC1)c1cccs1	1798	1840
CCOC(=O)/C=C/C(=O)Nc1ccc(S(=O)(=O)N(C)c2ccccc2)cc1	1326	1641
O=C(Nc1cccc2ccccc12)c1ccccc1NS(=O)(=O)c1cccc2cccnc12	1473	1887
O=C(COC(=O)CCSc1ccc(Cl)cc1)NCc1ccccc1Cl	1860	1865
Cc1ccc(NC(=O)c2ccc3ccccc3n2)cc1S(=O)(=O)N(C)C	1462	1451
Cc1ccc(CN2C(=O)CCC2C(=O)NCc2ccccc2Cl)cc1 (centres undefined)	1695	1972
Cc1ccc(O)c(C(=O)c2cc(C#N)c(=O)n(C(C)c3ccccc3)c2)c1 (centres undefined)	1383	1713
COc1ccccc1C(=O)NC(=S)Nc1ccc(S(=O)(=O)N2CCN(C)CC2)cc1	1644	1682
O=S1(=O)CC/C(=N/Nc2ccc(C(F)(F)F)cn2)c2cc(F)ccc21	1642	2130
COC(=O)NCC(C)OC(=O)Nc1ccc(Cl)cc1 (centres undefined)	1412	1930
COc1ccc(NC(=O)Cn2cnc3sc(C)c(S(=O)(=O)N4CCN(C)CC4)c3c2=O)cc1OC	1644	1951
C=CCn1c(SC(C)C#N)nc2sc(CC)cc2c1=O (centres undefined)	1429	1942
CCCOc1ccc(-c2cc(C(F)(F)F)c(C#N)c(SCC(=O)O)n2)cc1	1703	1644
CCC(CC)C(=O)Nc1ccncc1	1455	1600
O=C1NC(=Nc2ccccc2)c2c1cccc2[N+](=O)[O-]	1564	1686
CC(=O)c1ccc(N2Cc3ccccc3C3(CCOCC3)C2=N)cc1	1451	1897
CCN1CC(CN(C)Cc2nc(Cc3ccccc3)no2)CC1=O (centres undefined)	1604	1945
CC(=O)Nc1ccc(NC(=O)C(C)OC(=O)c2ccccc2Sc2ccccc2C#N)cc1 (centres undefined)	1655	1745
CCOC(=O)c1ccccc1NC(=O)c1cn(-c2ccc(OC)cc2)c(=O)c2ccccc12	1714	1687
COc1ccc(Br)cc1CNC(=O)CCN1C(=O)COc2ccccc21	1458	1964
O=C(NCc1ccco1)C1CC(c2ccccc2O)=NO1 (centres undefined)	1613	1538
COc1ccc(-c2csc(N3N=C(C)C(C)C3=O)n2)cc1 (centres undefined)	1707	1809
CCOC12NC(=O)CC(=O)N1C(c1ccccc1)=CS2 (centres undefined)	2220*	1855
Cc1ccc(S(=O)(=O)N2CCN(Cc3ccsc3)CC2)cc1	1164	1738
C=CCn1c(SCC(=O)c2[nH]c(C)c(C(=O)OCC)c2C)nc2scc(-c3ccc(OC)c(OC)c3)c2c1=O	1714	1940
COc1cc(/C=N/NC(=O)c2cccnc2)ccc1OCC(=O)Nc1ccccc1Cl	1496	1728
COc1cc(OC)c(C(=O)OC(C)C(=O)Nc2cccc(C(F)(F)F)c2)cc1OC (centres undefined)	1485	2097
O=C(NCCCN1CCCC1=O)c1cccc(Oc2ccccc2)c1	1698	1801
CCOC(=O)COc1cccc2c(=O)n(CC(=O)NCCc3ccc(OC)c(OC)c3)ccc12	1559	1634
Cc1cc(S(=O)(=O)n2ccnc2)c(Cl)cc1Cl	1686	1914
CCn1c(=O)c(C(=O)CN2CCN(S(=O)(=O)c3ccc(C)cc3C)CC2)c(N)n(Cc2ccccc2)c1=O	1690	1822
COc1cccc(CN2CCN(Cc3ccc4c(NC(C)=O)cccc4n3)CC2CCO)c1 (centres undefined)	1514	1704
CC12CCC(C(=O)Nc3cc(Cl)ccc3Cl)(C(Br)C1=O)C2(C)C (centres undefined)	1587	1616
N#Cc1c(N)sc2c1CCCCCC2	1650	1776
CCOc1ccc(CC(=O)NCc2ccc3c(c2)cc(C)n3C)cc1	1581	1569
COc1c(S(=O)(=O)Nc2cccnc2)ccc(Cl)c1Cl	1538	1878
CCc1nc(SCC(=O)OC(C)C)c2ccccc2n1	1584	1930
CCCCCc1ccc(OCCCC[n+]2cccc(C)c2)c(CCCCC)c1	1511	1619
Cc1cc(C(=O)Nc2ncc(C)s2)c2ccccc2n1	1553	1774
CCCn1nc(NC(=O)c2ccco2)c2cc3ccccc3nc21	1823	2051
CCN(c1ccccc1)c1cc(C)nc2nc(C)nn12	1690	1817
O=C(O)c1cccc(NC(=O)c2ccc3c(c2)C(=O)N(Cc2ccco2)C3=O)c1	1430	1684
(continued)
SMILES	SRC3 TRFRET art	SRC1 TRFRET art
COc1ccccc1/C=N/NC(=O)c1ccc(NC(=O)c2cccc([N+](=O)[O-])c2)cc1	1605	1579
CCN(CC)c1ccc(NC(=O)c2ccccc2)cc1S(=O)(=O)Nc1ccccc1OC	2080*	2017
Cc1ccc(C)n1-c1ccc(C(=O)NCc2cccnc2)cc1	1721	1831
COC(=O)c1ccc(C(=O)OC)c(NC(=O)CN(c2ccccc2)S(=O)(=O)N(C)C)c1	1620	1561
CCN1C(=O)[C@H]2[C@H]3[C@H](O)[C@H](O)C/C(=N\OC[C@@H](C)[C@H](OCc4ccccc4)C(C)C)[C@@H]3CC[C@H]2C1=O	1582	1602
CC1CCCC(C)N1C(=O)c1cc2ncc(CCCl)cn2n1 (centres undefined)	1702	1796
CCOc1ccc(NC(=O)CN(C)S(=O)(=O)c2cnc[nH]2)cc1	1575	1761
CCOC(=O)c1c(NC(=O)CS(=O)(=O)c2cn(CC)c3ccccc23)sc2c1CCCC2	1758	1922
COc1cc(C(=O)NCCC(=O)NC(C)C)cc(OC)c1OC	1540	1779
COc1cc(/C=N/Nc2ccc(C(F)(F)F)cn2)ccc1O	1480	1631
Cc1ccc(C=Nc2ccccc2C(N)=O)s1	1453	1899
CCOC(=O)C1CCCN(C(=O)/C=C/c2cc(OC)c(OC)c(OC)c2)C1 (centres undefined)	1439	1618
O=C(c1ccc(-c2ccc([N+](=O)[O-])cc2)o1)N1CCCCC1	1474	1963
Cc1cc(O)ccc1N/C=C1\CCCC1=O	1601	1936
Cc1ccc(C)c(NC(=S)N/N=C/C(C)c2ccccc2)c1 (centres undefined)	1496	1709
Cc1cc2nccc(-c3cccnc3)n2n1	1423	2036
C/C=C/C=C/C(=O)OCC(=O)Nc1ccc(Cl)cc1	1819	1761
CCOc1cc(C2NC(=O)NC(c3ccccc3)=C2C(C)=O)ccc1OC(C)=O (centres undefined)	1563	1740
CCC(=O)O[C@]1(C(=O)CCl)[C@@H](C)C[C@H]2[C@@H]3CCC4=CC(=O)C=C[C@]4(C)[C@@]3(F)[C@@H](O)C[C@@]21C	1446	1533
CC(C(=O)NCc1ccccn1)c1ccc([N+](=O)[O-])cc1 (centres undefined)	1550	1831

Looked up above:
SRC3 TRFRET art, CNC(=O)c1[nH]cnc1C(=O)N[C@@H](Cc1ccccc1)C(=O)OC(C)(C)C → 1481
SRC1 TRFRET art, O=C(COC(=O)CCSc1ccc(Cl)cc1)NCc1ccccc1Cl → 1865
SRC1 TRFRET art, O=C(NCc1ccco1)C1CC(c2ccccc2O)=NO1 (centres undefined) → 1538
SRC1 TRFRET art, COCCn1c(SCC(=O)Nc2ccccc2C)nc2c(oc3ccccc32)c1=O → 1657

More compounds.
SMILES	SRC3 TRFRET art	SRC1 TRFRET art
CCOc1ccc(N(CC(=O)N2CCC(Cc3ccccc3)CC2)S(C)(=O)=O)cc1	1705	1792
CCn1cc(/C=N\NC(=O)c2ccc(Cl)cc2)cn1	1429	1321
C/C(=N\OCC(=O)Nc1nc2ccccc2s1)c1ccccc1	1689	1616
CNc1nc(C23CC4CC(CC(C4)C2)C3)cs1	1716	1902
CCc1ccc(NC(=O)Cn2nnc(C(=O)NCc3cccs3)c2N)cc1	1817	1659
Cc1ccc2nc(NC(=O)Cn3nc(C)c([N+](=O)[O-])c3C)sc2c1	1521	1888
Cc1ccc(NC(=O)Nc2ccccc2)cc1[N+](=O)[O-]	1382	1688
CCCCNC(=O)CNC(=S)N(Cc1ccc(C)cc1)Cc1ccco1	1604	1862
O=C1OCCC1Sc1nnnn1-c1ccc(Cl)cc1 (centres undefined)	1511	1996
C=CCn1c(SCC(=O)c2c(C)[nH]c3ccccc23)nnc1-c1ccncc1	1409	1880
CCCCn1c(-c2csc(CC)c2)n[nH]c1=S	1717	2059
CC1CCc2cc(F)ccc2N1S(=O)(=O)c1ccc(Cl)nc1 (centres undefined)	1774	1981

These rows are one share of the data (hit frequency here may not be typical).
